PfHsp40 yeast = rescue of PfHsp40-mediated yeast toxicity; S. cerevisiae expressing PfHsp40, growth rescue, ATP luminescence; growth rescue, % at 12.5 µM; hit rate 0.68% among 340,000; AID 504582; in the data active = growth rescue above about 28%, passing the limit was not always enough; inconclusive = no clear call, values can overlap the other calls;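 note: yeast W303a lacking pdr1 and pdr3 grown in galactose medium; growth measured after three days at 30 °C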
TcdB GH inh = TcdB glycohydrolase inhibition. TcdB glycohydrolase enzymatic assay, plate reader. inhibition, % at 9.99 µM. hit rate 0.24% among 350,000. P18177; in the data active = inhibition above about 10%
Vc quorum ag = inducers of Vibrio cholerae quorum light production without autoinducers. AID 588436. V. cholerae BH1578 lux reporter, luminescence, 6 h. hit rate 0.16% among 350,000. activation, % at 18.7 µM; in the data active = activation mostly above about 9.7%, no sharp cut-off; inconclusive = no clear call, values can overlap the other calls; inactive = mostly below about 3.7%; note: not every result past the cut was called active; inactives centre near 0; reference of the scale not given here
SSB-PriA inh = inhibitors of Klebsiella pneumoniae PriA binding to SSB C-terminal tail; inhibition, % at 33 µM; hit rate 0.6% among 430,000; AlphaScreen SSBct-PriA binding, biotinylated peptide; AID 1272365; in the data active = inhibition mostly above about 37%, no sharp cut-off; inactive = mostly below about 20%;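 note: plate controls were negative control peptide for no effect and reference peptide for full effect; strong numbers were not always called active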
BoNT-A LC inh2 = blocks Botulinum neurotoxin A light chain protease | hit rate 0.17% among 360,000 | multiplex microsphere protease substrate cleavage, flow cytometry | inhibition, % at 10 µM; note: plate controls were buffer without enzyme for full effect and enzyme alone for no effect
3CLpro inhibitor = SARS-CoV 3CLpro protease inhibition | AID 1706 | inhibition, % at 6 µM | recombinant SARS-CoV 3CLpro, quenched FRET peptide cleavage | hit rate 0.14% among 290,000 | P0C6X7; in the data active = inhibition above about 12%
Anthrax LF prot = anthrax lethal factor protease inhibition. multiplex microsphere protease cleavage assay, LF. inhibition, % at 10 µM. AID 588501. hit rate 0.12% among 360,000. P15917; note: plate controls were buffer without enzyme for full effect and enzyme alone for no effect
PrPC TRFRET = reduces human prion protein on the cell surface; inhibition, % at 13.8 µM; cell surface PrPC, TR-FRET read-out; hit rate 0.43% among 370,000; in the data active = inhibition above about 24%; note: 0% = median of the test wells and 100% = reference compound wells
Yp Topo-I inh = blocks Yersinia pestis topoisomerase I activity; Y. pestis Topo-I cleavage product accumulation, plate reader; activity, % at 10 µM; hit rate 0.064% among 360,000; AID 504884; in the data active = activity above about 50%, passing the limit was not always enough; inconclusive = no clear call, values can overlap the other calls; note: inactives centre near 2
* = called active by the depositor; i = inactive; ? = inconclusive; nt = not tested or not shown; & = joins results of further samples. Cut-off read from the data, not from the text of the source, unless noted: active = inhibition above about 30%; inconclusive = no clear call, values can overlap the other calls; inactive = below that. These rows are one share of the data, so the mix of outcomes need not match the whole.

SMILES | PfHsp40 yeast | TcdB GH inh | Vc quorum ag | SSB-PriA inh | BoNT-A LC inh2 | 3CLpro inhibitor | Anthrax LF prot | PrPC TRFRET | Yp Topo-I inh
COc1ccc(CCn2nnnc2C(C(C)C)N2CCN(c3ncccn3)CC2)cc1OC (stereo unspecified) | 0.0 | nt | -3.2 | -1 | -0.1 | -1 | -2 | 0 | 11
O=C(COc1cccc2ccccc12)N1CCN(c2ccccn2)CC1 | 1.9 | -1.9 | -0.3 | 13 | -2.1 | 2 | -7 | -11 | 30
O=C(CN1CCN(S(=O)(=O)c2ccc(Cl)cc2)CC1)Nc1ccc2c(c1)OCCO2 | 1.3 | nt | i | -8 | 0.3 | -6 | 0 | -2 | 18
COc1cc(OC)cc(C(=O)N2CCC(N3CCCCCC3)CC2)c1 | 0.7 | nt | i | 3 | -3.5 | -5 | -1 | 2 | 0
COc1c(C)cc(C(=O)C2CCCN(Cc3ccccn3)C2)cc1C (stereo unspecified) | -0.8 | 1.7 | 8.3 | 5 | 1.8 | -1 | 3 | -7 | -3
COc1ccc(C)cc1Nc1nnc(C)c(=O)[nH]1 | -0.3 | 0.8 | 0.7 | 2 | -0.9 | -7 | -4 | 6 | 1
O=c1cc(CO)oc(CN2CCN(c3ccccc3F)CC2)c1O | 0.5 | nt | -0.7 | -14 | -0.8 | -1 | -5 | -1 | -1
CC(C)(C)c1ccc(C(=O)C2CC2)cc1 | nt | 2.1 | i | nt | -0.1 | nt | 0 | -8 | 9
Cc1cc(-c2ccccc2)nc(N/N=C/c2ccc(O)cc2)n1 | 9.4 | 2.2 | i | nt | -5.5 | nt | -2 | 6 | -6
CCN(CC(=O)Nc1ccc2c(c1)OCCO2)CC(=O)Nc1cc(C)on1 | 2.5 | nt | -3.6 | -16 | -0.4 | -6 | 1 | -6 | -1
CN1CCN(c2ccc(CNC(=O)c3ccc(-c4cnn(C)c4)c4ccoc34)cc2)CC1 | nt | 0.2 | i | nt | 0.0 | nt | -2 | -11 | 9
Cc1ccccc1NC(=O)N1CCN(C/C=C/c2ccccc2)CC1 | -1.0 | 1.5 | -3.7 | -6 | 0.9 | 2 | 1 | -5 | -1
CN1C[C@@H]2[C@@H]3C(=O)N(Cc4ccccc4)C(=O)[C@@H]3[C@](Cc3ccccc3)(C1=O)N2C(=O)c1ccc(C(C)(C)C)cc1 | 16 | 2.1 | -0.3 | -2 | 0.3 | nt | 1 | 7 | 25
COCCNC(=S)N/N=C(\C)c1cccc(OC)c1 | 0.1 | 1.5 | 8.6 | nt | -0.9 | 1 | -7 | 8 | 8
O=C(NCc1ccc(Cl)cc1)C1CCN(c2cnccn2)CC1 | 0.3 | -0.5 | i | 10 | 0.3 | -1 | 0 | -4 | -7
Clc1ccc2c(N/N=C/c3cccc(Br)c3)ccnc2c1 | 0.8 | 0.4 | -0.4 | nt | -0.1 | 1 | -3 | 9 | -3
O=C(CS(=O)(=O)Cc1ccccc1)Nc1nnc(C(F)(F)F)s1 | -0.4 | 0.3 | -1.5 | 3 | -1.8 | 2 | 1 | -4 | 5
O=C(O)c1ccc(N/N=C/c2cn(Cc3ccccc3F)c3ccccc23)cc1 | 0.4 | 0.4 | -0.6 | i | 0.4 | 9 | 0 | 6 | -13
COc1ccc(S(=O)(=O)N(C)C[C@@H]2OCCCC[C@@H](C)Oc3ccc(NS(=O)(=O)c4cccs4)cc3C(=O)N([C@H](C)CO)C[C@@H]2C)cc1 | nt | -0.7&-0.4 | -2.1 | nt | -0.7 | nt | -4 | 0 | 39
Cc1cc(NC(=O)CSc2nnnn2Cc2ccccc2)no1 | 0.4 | nt | i | -13 | -1.2 | 2 | -5 | -4 | 11

One compound at a time, as listed above. Screens in order: PfHsp40 yeast | TcdB GH inh | Vc quorum ag | SSB-PriA inh | BoNT-A LC inh2 | 3CLpro inhibitor | Anthrax LF prot | PrPC TRFRET | Yp Topo-I inh
`COCCNC(=S)N/N=C(\C)c1cccc(OC)c1` is listed as 0.1 | 1.5 | 8.6 | nt | -0.9 | 1 | -7 | 8 | 8
`COc1ccc(CCn2nnnc2C(C(C)C)N2CCN(c3ncccn3)CC2)cc1OC` (stereo unspecified) is listed as 0.0 | nt | -3.2 | -1 | -0.1 | -1 | -2 | 0 | 11
`Cc1cc(NC(=O)CSc2nnnn2Cc2ccccc2)no1` is listed as 0.4 | nt | i | -13 | -1.2 | 2 | -5 | -4 | 11
`COc1ccc(C)cc1Nc1nnc(C)c(=O)[nH]1` is listed as -0.3 | 0.8 | 0.7 | 2 | -0.9 | -7 | -4 | 6 | 1
`Cc1ccccc1NC(=O)N1CCN(C/C=C/c2ccccc2)CC1` is listed as -1.0 | 1.5 | -3.7 | -6 | 0.9 | 2 | 1 | -5 | -1

Next results follow.
SMILES | PfHsp40 yeast | TcdB GH inh | Vc quorum ag | SSB-PriA inh | BoNT-A LC inh2 | 3CLpro inhibitor | Anthrax LF prot | PrPC TRFRET | Yp Topo-I inh
O=C(NC1CCCCCC1)c1cc(S(=O)(=O)N2CCOCC2)ccc1N1CCCCC1 | 0.2 | nt | -0.5 | -23 | -2.6 | 2 | -5 | 28* | -4
C=C(C)c1sc(-c2ccc(Cl)cc2)nc1C | -1.1 | 0.4 | i | -26 | 0.2 | nt | -7 | -4 | -3
CCn1ccnc1C(O)c1cccc(OC)c1OC (stereo unspecified) | 0.9 | -0.8 | -0.1 | -3 | 0.0 | 0 | -4 | 2 | -8
CCOC(=O)c1cc(C)n(-c2ccc(OC)c(OC)c2)c1C | 0.3 | nt | i | -10 | -0.2 | 2 | 0 | -9 | 2
O=C(Nc1ccccc1C(=O)O)c1cc(S(=O)(=O)N2CCCCC2)cs1 | 0.6 | nt | -0.2 | -18 | -0.2 | 8 | -6 | nt | 9
CC1(c2ccccc2)NC(=O)N(CC(=O)NCc2ccc3c(c2)OCO3)C1=O (stereo unspecified) | -0.7 | 4.3 | -0.3 | 9 | 0.6 | -4 | -4 | -3 | -3
N#C/C(C(=S)Nc1ccccc1)=C1/NN=C(N2CCOCC2)N1c1ccccc1 | 2.3 | 0.5 | i | nt | 0.3 | 3 | -1 | -1 | -8
O=C(Nc1ccc(Oc2ccccc2)cc1)C1CCN(c2ncccn2)CC1 | 0.4 | nt | -0.3 | -16 | -3.7 | -1 | -7 | 3 | 2
COc1cccc(CN2CCN(C(=O)c3cc(-c4ccccn4)nc4ccc(Cl)cc34)CC2)c1 | 2.5 | -0.8 | i | 21 | 4.9 | 1 | 1 | 2 | 7
Oc1c(I)cc(I)c2cccnc12 | ? | 1.2 | i | 58* | 0.0 | 3 | 0 | -4 | 2
Nc1ccccc1SCC(=O)Nc1ccc(N2CCOCC2)cc1 | 2.9 | nt | 1.1 | 9 | 3.5 | -1 | -3 | 5 | -7
CC1(C)Cc2c(sc(NC(=O)C(=O)NCCCN3CCOCC3)c2C(N)=O)CO1 | -1.2 | 1.6 | -0.2 | 4 | 1.6 | -6 | 2 | 2 | 0
CCCN(c1ccc(C(=O)OC)cc1)S(=O)(=O)c1ccccc1 | 0.1 | -2.2 | i | -8 | 0.6 | 0 | 0 | 6 | 0
CC(C)(CO)CNC(=O)c1ccc2nc(Cc3cccc(Cl)c3)oc2c1 | -0.5 | 0.8 | -0.7 | -6 | -3.5 | 0 | -3 | 4 | 5
COc1ccc(-c2csc(C)n2)cc1Br | 0.5 | 0.5 | 2.1 | -39 | -0.4 | 5 | 0 | -2 | -12
O=Cc1ccccc1Oc1ccccc1 | 12 | nt | 6.2 | -5 | -0.5 | -2 | 0 | 6 | 0
Cc1ncc(CN2CCC(CO)(CCOc3ccccc3)CC2)s1 | -0.6 | 0.9 | -0.5 | 4 | -0.6 | -1 | -2 | -12 | 1
O=C(O)C1C2C=CC(O2)C1C(=O)NCCc1cccc(Cl)c1 (stereo unspecified) | -0.9 | -0.4 | i | 0 | -0.4 | 2 | -3 | 2 | 1
COc1ccc(CCNC(=O)[C@@H](NC(=O)c2ccccc2F)C(C)C)cc1OC | 1.5 | 0.0 | -0.2 | -4 | -0.1 | 1 | -3 | 1 | -1
CN1CCN(C(=S)NC(=O)c2ccc(S(=O)(=O)N3CCOCC3)cc2)CC1 | 1.0 | 1.1 | -3.7 | -4 | 0.1 | -2 | -2 | -2 | 5

2 of these compounds, set out differently:
> N#C/C(C(=S)Nc1ccccc1)=C1/NN=C(N2CCOCC2)N1c1ccccc1
  PfHsp40 yeast: 2.3; TcdB GH inh: 0.5; Vc quorum ag: i; SSB-PriA inh: nt; BoNT-A LC inh2: 0.3; 3CLpro inhibitor: 3; Anthrax LF prot: -1; PrPC TRFRET: -1; Yp Topo-I inh: -8

> O=C(Nc1ccc(Oc2ccccc2)cc1)C1CCN(c2ncccn2)CC1
  PfHsp40 yeast: 0.4; TcdB GH inh: nt; Vc quorum ag: -0.3; SSB-PriA inh: -16; BoNT-A LC inh2: -3.7; 3CLpro inhibitor: -1; Anthrax LF prot: -7; PrPC TRFRET: 3; Yp Topo-I inh: 2

Carrying on:
SMILES | PfHsp40 yeast | TcdB GH inh | Vc quorum ag | SSB-PriA inh | BoNT-A LC inh2 | 3CLpro inhibitor | Anthrax LF prot | PrPC TRFRET | Yp Topo-I inh
O=C(CCCN1C(=O)c2ccccc2C1=O)Oc1ccc(Cl)cc1 | -2.2 | nt | i | -30 | -0.2 | 9 | -3 | -3 | 0
O=C(O)c1ccccc1C(=O)NNc1ccc(Cl)cc1Cl | 4.2 | 0.8 | -0.3 | 0 | -0.2 | 6 | -1 | 3 | 2
CN(C)c1ccc(C(=O)OCC(=O)NCC2CCCO2)cc1 (stereo unspecified) | -0.9 | -0.5 | 0.4 | -5 | 1.6 | 4 | 6 | 1 | 3
O=C(CN(Cc1ccco1)C(=O)c1ccc(F)cc1F)Nc1ccccc1C(F)(F)F | -0.4 | -3.1 | i | -21 | 2.0 | nt | -5 | 5 | 1
COc1cc(CCC(=O)OCc2ccccc2C#N)cc(OC)c1OC | 1.0 | -1.5 | i | -8 | 0.2 | 0 | 6 | -3 | 2
CCCc1ccc2oc(C(=O)N3CCN(CCC(N)=O)CC3)c(C)c2c1 | -1.7 | 0.0 | 0.9 | -4 | 1.7 | 5 | 10 | 14 | 5
COc1ccc(CCN2CC(C(=O)NCCN3CCCC3=O)CCC2=O)cc1 (stereo unspecified) | -0.7 | 1.5 | -0.8 | -4 | 1.6 | 4 | 0 | 1 | -6
Cc1cccc(NCc2nc3ccccc3n2C)c1 | -0.6 | nt | -0.4 | -10 | 0.0 | -4 | -5 | 7 | 6
CCN(CC)C(=O)Cn1cc(C(=O)C(=O)NCCc2ccccc2)c2ccccc21 | 0.5 | 0.0 | -2.0 | -4 | -0.5 | -1 | -2 | -5 | 19
Cc1cccc(C)c1NC(=O)CS(=O)CC(=O)NCC1OCCc2ccccc21 (stereo unspecified) | 0.0 | 1.3 | -0.3 | -16 | -1.4 | 5 | -7 | 0 | -8
Cn1nnnc1SCC(=O)Nc1ccccc1Cl | 0.0 | nt | i | -3 | 0.1 | 5 | -2 | -3 | -3
Oc1ccc(-c2csc(Nc3ncccn3)n2)cc1O | -0.9 | 0.0 | -0.2 | -1 | -4.9 | -1 | -8 | -8 | 1

Compound activity from PubChem.
